Vif-A3F inh: qHTS for Inhibitors of Vif-A3F Interactions: qHTS; Potency, µM (top dose mostly 46.1 µM), inactives show top-dose activity, negative = active; 390,000 compounds, 0.2% hits; HeLa A3F-eYFP + Vif (tagged APOBEC3F with the HIV-1 protein that degrades it), YFP fluorescence increase; also: % of control where 0% means no effect; nearly all actives have a fitted effect of over 65% in size
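HeLa cells stably expressing A3F-eYFP plus Vif, plated and incubated overnight at 37 deg C, then exposed to compounds overnight at 37 deg C. Blocked degradation read as raised yellow fluorescence (Ex 488/Em 500-530).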
Vif-APOBEC3G blk: qHTS for Inhibitors of Vif-A3G Interactions: qHTS; DNA dC->dU-editing enzyme APOBEC-3G (Homo sapiens), Q9HC16; HeLa A3G-eYFP + Vif (tagged APOBEC3G with the HIV-1 protein that degrades it), YFP fluorescence, overnight; Potency, µM (doses to about 46.1 µM), for the others: at the top dose activity, negative = active, actives largely listed as inhibitors; 410,000 compounds, 0.076% hits; AID 602310, 2012;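 also: % is scaled to controls: 0 for no effect and ±100 for the full control effect; nearly all actives have a fitted effect of over 60% in size; hits raise eYFP signal because A3G escapes Vif-driven loss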
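HeLa cells stably expressing Vif and C-terminally eYFP-tagged A3G, seeded overnight at 37 deg C, then exposed to compound by pintool overnight at 37 deg C. Rise in yellow fluorescence (Ex 488/Em 500-530, Acumen) marks blocked Vif-driven A3G degradation.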
RXFP1 agonist: qHTS Assay for Agonists of the Relaxin Receptor RXFP1; AID 2676, 2010; 370,000 compounds, 0.3% hits; HEK293T-RXFP1 cAMP TR-FRET, 30 min; response scale: percent of porcine relaxin response, buffer zero; Relaxin receptor 1 (Homo sapiens), Q9HBX9; Potency, µM (series often up to 57.5 µM), for the others: top-dose activation, actives largely listed as activators; also: % is scaled to controls: 0 for no effect and ±100 for the full control effect; nearly all actives have a fitted effect of over 60% in size; many of its hits are not listed in these tables
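HEK293 cells stably expressing RXFP1, treated 30 min at 37C with compounds plus PDE4 inhibitor Ro 20174; cAMP measured by HTRF TR-FRET. Normalized to buffer and 29 nM porcine relaxin; EC50 by Hill fit.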
RGS4 inhibitor: Inhibitors of Regulator of G Protein Signaling (RGS) 4: qHTS; Regulator of G-protein signaling 4 (Homo sapiens), P49798; Transcreener GDP fluorescence polarization, RGS4-accelerated GTP hydrolysis; Potency, µM (series often up to 114 µM), without a hit: top-dose activity change, negative = inhibition, actives largely listed as inhibitors; 390,000 compounds, 0.039% hits; also: % is scaled to controls: 0 for no effect and ±100 for the full control effect; nearly all actives have a fitted effect of over 75% in size; some results filed as inactive show a strong effect at the top dose
Target sequence (P49798 whole entry, looked up): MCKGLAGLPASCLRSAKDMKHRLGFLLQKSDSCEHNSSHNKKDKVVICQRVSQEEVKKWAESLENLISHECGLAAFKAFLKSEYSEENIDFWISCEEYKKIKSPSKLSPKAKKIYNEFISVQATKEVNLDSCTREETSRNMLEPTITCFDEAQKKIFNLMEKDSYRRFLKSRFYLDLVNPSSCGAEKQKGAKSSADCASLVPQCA
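MLSMR compounds (23 nl, pin-transferred) preincubated 10 min at room temperature with a 500nM (2x) first reagent, then RGS4 at 900nM (2x) plus Transcreener GDP mix added; fluorescence polarization (620/688 nm) read before and after 90 min at 30 °C.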
USP1 inh: Inhibitors of USP1/UAF1: Primary Screen | AID 743255, 2014 | Ubiquitin carboxyl-terminal hydrolase 1 (Homo sapiens), O94782 | Potency, µM (series often up to 57.1 µM), for the others: at the highest dose activity change, negative = inhibition, most hits filed as inhibitors | recombinant USP1/UAF1, Ub-Rhodamine cleavage fluorescence | 390,000 compounds, 0.23% hits; also: % is scaled to controls: 0 for no effect and ±100 for the full control effect; nearly all actives have a fitted effect of over 60% in size; inactives centre near -12
Target sequence (O94782 whole entry, looked up): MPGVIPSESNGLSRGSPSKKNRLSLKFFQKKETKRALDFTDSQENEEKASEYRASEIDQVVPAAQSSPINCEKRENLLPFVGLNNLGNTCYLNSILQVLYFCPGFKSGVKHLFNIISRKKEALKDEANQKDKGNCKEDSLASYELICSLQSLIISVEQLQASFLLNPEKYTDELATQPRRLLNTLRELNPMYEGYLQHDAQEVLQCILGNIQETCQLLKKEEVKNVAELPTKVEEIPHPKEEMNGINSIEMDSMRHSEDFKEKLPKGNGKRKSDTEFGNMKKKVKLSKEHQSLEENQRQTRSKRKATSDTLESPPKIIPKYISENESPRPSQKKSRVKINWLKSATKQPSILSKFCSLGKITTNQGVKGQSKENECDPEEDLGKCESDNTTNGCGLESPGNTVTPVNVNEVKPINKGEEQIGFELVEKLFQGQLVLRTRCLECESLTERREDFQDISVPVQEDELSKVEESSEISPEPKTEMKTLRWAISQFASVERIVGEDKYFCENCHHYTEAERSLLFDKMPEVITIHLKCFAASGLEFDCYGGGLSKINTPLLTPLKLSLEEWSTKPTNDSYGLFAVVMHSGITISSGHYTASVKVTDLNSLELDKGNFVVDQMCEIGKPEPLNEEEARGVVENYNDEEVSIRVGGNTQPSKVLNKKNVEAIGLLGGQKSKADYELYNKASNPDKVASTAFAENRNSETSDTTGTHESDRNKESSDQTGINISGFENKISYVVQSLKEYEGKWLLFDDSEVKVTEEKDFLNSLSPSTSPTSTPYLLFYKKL
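High-throughput fluorogenic screen: 1nM USP1/UAF1 complex, Ub-Rho substrate 150nM final, 50mM HEPES pH 7.8 with 0.5mM EDTA, 0.1 mg/ml BSA, 1mM TCEP and 0.01% Tween-20.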
mIDH1 inhibitor: qHTS for Inhibitors of mutant isocitrate dehydrogenase 1 (IDH1): qHTS | Isocitrate dehydrogenase [NADP] cytoplasmic (Homo sapiens), O75874 | 390,000 compounds, 0.093% hits | Potency, µM (series often up to 76.6 µM), for inactives: top-dose activity change, negative = inhibition, most hits filed as inhibitors | IDH1-R132H enzyme, NADPH consumption, diaphorase/resazurin fluorescence; also: % is scaled to controls: 0 for no effect and ±100 for the full control effect; nearly all actives have a fitted effect of over 65% in size
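IDH1-R132H (0.5 ug/mL) preincubated 30 min with compound, then NADPH (0.016 mM) and alpha-KG (2 mM) added; 80 min at RT, pH 7.5. Remaining NADPH coupled via diaphorase/resazurin to fluorescence (540/590 nm); concentration-response curves normalized to no-enzyme control.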
12-LOX inh: Primary qHTS assay for inhibitors of human arachidonate 12S-lipoxygenase (ALOX12): Round 2. Polyunsaturated fatty acid lipoxygenase ALOX12 (Homo sapiens), P18054. purified 12hLO, xylenol orange hydroperoxide absorbance. Potency, µM (top dose mostly 108 µM), for inactives: top-dose activity change, negative = inhibition, actives largely listed as inhibitors. 580,000 compounds, 1.1% hits; also: % is scaled to controls: 0 for no effect and ±100 for the full control effect
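Hydroperoxide product was detected by ferrous iron/xylenol orange as the 573 to 405 nm absorbance ratio. Arachidonic acid at 40 uM (final) was turned over for 30 min at room temperature by 150 nM human 12hLO, pH 7.0 Hepes buffer, after 15 min compound preincubation.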
TrxR1 substrate: qHTS Assay for Substrates of Mammalian Selenoprotein Thioredoxin Reductase 1 (TrxR1): qHTS; Thioredoxin reductase 1, cytoplasmic (Rattus norvegicus), O89049; purified TrxR1 substrate turnover, NADPH consumption readout; Potency, µM (top dose mostly 114 µM), without a hit: at the top dose activity change, negative = substrate turnover; 390,000 compounds, 0.01% hits; AID 588456, 2011; also: % is scaled to controls: 0 for no effect and ±100 for the full control effect; nearly all actives have a fitted effect of over 50% in size
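Rat TrxR1, dispensed at 90 nM, was prereduced with 400 uM NADPH (final) for 5 min at ~22 deg C, then incubated with compound 15 min before 400 uM selenite. A first-read NADPH fluorescence drop versus no-compound background flagged substrates.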
TrxR1 inh: qHTS Assay for Inhibitors of Mammalian Selenoprotein Thioredoxin Reductase 1 (TrxR1): qHTS | Thioredoxin reductase 1, cytoplasmic (Rattus norvegicus), O89049 | recombinant rTrxR1, NADPH fluorescence consumption, selenite substrate | Potency, µM (series often up to 114 µM), for the others: at the highest dose activity change, negative = inhibition, hits mostly inhibitors | 390,000 compounds, 1% hits; also: % is scaled to controls: 0 for no effect and ±100 for the full control effect; nearly all actives have a fitted effect of over 65% in size
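Rat TrxR1 (90 nM in the dispensed reagent) was pre-reduced with 400 uM NADPH for 5 min at room temperature, then incubated with compound for 15 min. After 400 uM selenite was added, NADPH fluorescence (Ex 340/Em 450 nm) was followed for 8 min.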
Starred values were filed as active, the others as inactive; ? = inconclusive; · = no result given; & = joins results of further samples; [ ] = remark or other dose. Calls follow the shape of the dose curve; as a rule, active = well fitted curve in the direction sought with a large enough effect; inconclusive = small, poorly fitted or top-dose-only effect, or another doubt; inactive = no such curve, though single readings can be large; an effect the other way counts as inactive or inconclusive. Potency is read from the fitted curve at half-maximal effect.

SMILES	Vif-A3F inh	Vif-APOBEC3G blk	RXFP1 agonist	RGS4 inhibitor	USP1 inh	mIDH1 inhibitor	12-LOX inh	TrxR1 substrate	TrxR1 inh
Cc1cccc(Nc2nc(NCC3CCCO3)nc(N)c2[N+](=O)[O-])c1 (stereo not drawn)	1%	-4%	2.0%	-21%	-15%	0%	-8%	-5%	-2%
CC(C)(C)c1ccc(C(=O)CSc2ncn[nH]2)cc1	?	-9%	1.2%	?	-6%	9%	?	5%	-17%
Cc1c(C=O)c(C=O)c(C)n1Cc1ccccc1	-1%	-5%	-0.3%	-16%	-19%	7%	23%	4%	5%
COc1ccc(-c2cc(O)cc(O)c2)cc1	5%	-6%	0.7%	-15%	2%	6%	?	-6%	-3%
COc1ccc(-c2nc(SCC(=O)Nc3ccc4c(c3)OCCO4)c(-c3ccc(F)cc3)[nH]2)cc1	?	?	1.7%	?	-25%	10%	0%	-2%	3%
COc1ccccc1/C=N/NC(=O)Cn1cnc([N+](=O)[O-])n1	9%	-4%	-0.1%	-7%	-6%	6%	-4%	5%[57.1 µM]	13%[57.1 µM]
Cc1ccc(-c2cc(C(=O)Oc3ccccc3)c3cc(C)ccc3n2)cc1	3%	-8%	2.4%	-9%	-19%	-11%	6%	16%	11%
C/C=C(\C)C(=O)NNC(=O)c1sc(-c2ccccc2)nc1C	4%	-5%	-0.3%	-1%	-14%	0%	131%[activator]	-5%	-7%
N#Cc1ccc(-c2cccs2)nc1SCc1ccc(Br)cc1	-6%	-7%	7.0%	-22%	-31%	-10%	-28%	3%	-28%
CCN1CCN(CCc2nc3cc(NC(=O)COc4ccccc4)ccc3n2C)CC1	-5%	2%	-0.3%	-7%[11.4 µM]	-21%	-14%	7%	2%	17%
CCOC(=O)c1nn(-c2ccccc2)c(C#N)c1N	12%	4%	15%	14%	-8%	-2%	1%	501%[activator]	4%
Cc1noc(NC(=O)c2ccccc2Cl)c1C#N	-17%	2%	1.4%	-22%	-18%	2%	147%[activator]	12%[57.1 µM]	17%[57.1 µM]
CCCCOc1ccccc1C1NC(=O)CCC1[N+](=O)[O-] (stereo not drawn)	10%	2%	-0.3%	23%	-16%	4%	21%	10%[57.1 µM]	13%[57.1 µM]
CC(CCCCCCCCC(=O)O)N(CCO)C(=O)OC(C)(C)C (stereo not drawn)	0%	0%	1.5%	-9%	-26%	18%	0%	-5%	8%
Cc1ccc(S(=O)(=O)N2CCCCC2)cc1C(=O)N(C)CCOc1ccccc1	2%	3%	0.0%	7%	-23%	2%	158%[activator]	1%	10%
CCN(CC)S(=O)(=O)c1cccc(-c2nn(-c3ccccc3)cc2/C=C(\C#N)C(=O)NCc2ccco2)c1	7%	2%	0.1%	-22%	-20%	10%	-4%	7%	-20%
Cc1cccc(C)c1OCCSc1nc2ccccc2n1CC(=O)O	8%&-14%	0%&3%	0.3%&7.0%	4%&12%	-6%&-7%	-4%&0%	?	1%&1%	8%&17%
CC(NCc1ccc(S(N)(=O)=O)cc1)C(=O)Nc1ccc([N+](=O)[O-])cc1Cl (stereo not drawn)	0%	-4%	0.3%	14%	-10%	4%	-8%	-8%[57.1 µM]	-5%[57.1 µM]
Cc1cc(NS(=O)(=O)c2ccc(NC(=O)CN3C(=O)NC(C)(c4ccccc4)C3=O)cc2)nc(C)n1 (stereo not drawn)	-23%	4%	0.2%	-34%	-4%	0%	-19%	7%	14%
Cc1ccc(NC(=O)CN2C(=O)COc3ccc(S(=O)(=O)N4CCCC4)cc32)cc1C	14%	7%	0.5%	65%[activator]	-13%	0%	-1%	-2%	15%
CN(C(=O)C1CCC(=O)N(CCCN2CCCC2=O)C1)C(C1CC1)C1CC1 (stereo not drawn)	2%	2%	1.0%	-4%	-17%	-8%	-4%	2%	8%
COc1ccc(NC(=O)c2ccco2)cc1NC(=O)c1ccccc1[N+](=O)[O-]	-1%&0%	1%&-2%	-0.4%&-0.4%	17%&-11%	?	-1%&0%	4%&-5%	-8%&1%	-2%&-7%
COc1cccc2[nH]c3c(=O)[nH]cnc3c12	7%	0%	6.7%	-1%	-24%	10%	9%	85%[activator][57.1 µM]	12%[57.1 µM]
CNC(=O)NC(=O)Cn1nc2n(c1=O)-c1ccccc1SC2	-8%	3%	-1.4%	29%	-13%	-4%	-1%	3%	25%
CCN(CC)C(=O)CSc1nnc(-c2cccnc2)n1CCc1ccccc1	-5%	2%	0.5%	15%	-11%	5%	-31%	4%	14%
Cc1ccc(Sc2ccc(N3CCCC(C(=O)Nc4ccc(F)c(Cl)c4)C3)nn2)cc1 (stereo not drawn)	-3%	-2%	7.2%	-14%	-27%	-5%	0%	9%	22%
O=C(CNCCC1=CCCCC1)Nc1ccccc1N1CCCCCC1	?	-9%	-0.3%	-3%	-25%	-7%	0%	2%	30%
COc1cc(C2=CN(Cc3ccccc3)CCC2=O)cc(OC)c1OC	-6%	-3%	·	-7%	-22%	-1%	-18%	-4%	-7%
O=C(CNC(=O)c1ccccc1F)N/N=C/c1cc(Br)ccc1OC(=O)/C=C/c1ccco1	-10%	-30%	1.1%	-15%	-9%	-14%	-20%	-14%	?
O=C(CSc1nc(COc2ccccc2)nc2ccccc12)NC1CCCC1	-2%	-9%	-0.8%	-46%	-8%	3%	1%	6%[57.1 µM]	21%[57.1 µM]
CCCCCCSc1cccc(-c2nc3ccc(Cl)cn3c2NCCCC)c1	-6%	3%	·	-29%	-29%	0%	?	8%[57.1 µM]	13%[57.1 µM]
CCOc1ccc(NC(=O)C2CCCN(S(=O)(=O)c3c(C)nn(C)c3C)C2)cc1 (stereo not drawn)	1%	2%	-0.7%	0%	0%	4%	4%	-6%	-7%
CN(C)C(CNC(=O)c1ccc2c(=O)n(-c3ccccc3F)c(=S)[nH]c2c1)Cc1ccccc1 (stereo not drawn)	1%	0%	3.0%	-48%	-7%	1%	-6%	-4%[57.1 µM]	2%[57.1 µM]
COc1cc2c(cc1OC)C(=O)CC(C)S2 (stereo not drawn)	·	-4%	3.8%	2%	-1%	-4%	13%	34%	-9%
O=C(NNc1ccccc1)/C(=C\c1cccnc1)NC(=O)c1ccccc1	9%	-4%	2.4%	-1%	-16%	0%	2%	1%	7%
CCOc1ccc(NC(=S)N2CCN(CCN3C(=O)c4cccc5cccc(c45)C3=O)CC2)cc1	0%	0%	-1.1%	-37%	-22%	-4%	-16%	-1%	0%
COc1cccc(CC(=O)OC(C)C(=O)NCc2ccc3c(c2)OCO3)c1 (stereo not drawn)	10%	1%	2.4%	-3%	-17%	-9%	-28%	-1%	8%
CCOC(=O)C1=C(C)NC(c2cccs2)C(=O)N1 (stereo not drawn)	-9%	-1%	0.0%	-18%	-22%	13%	5%	-3%[57.1 µM]	11%[57.1 µM]
CCOC(=O)C1CCC(CN(Cc2ccccc2)S(=O)(=O)c2ccc([N+](=O)[O-])cc2)CC1 (stereo not drawn)	1%	1%	0.4%	-8%	-21%	11%	-5%	-15%	?
CC(=O)Nc1ccc(Oc2cc(N)cc([N+](=O)[O-])c2)cc1	5%	-6%	-1.7%	3%	-8%	-2%	?	1%	12%
COc1ccc(C(C)=O)cc1CC(=O)NCCCn1ccnc1	?	-4%	1.3%	1%	?	2%	7%	7%	15%
CC1CC(C)CN(C(=O)COC(=O)c2cccc([N+](=O)[O-])c2)C1 (stereo not drawn)	5%	-14%	0.2%	1%	-10%	0%	-12%	1%	3%

Screens from PubChem BioAssay.

These rows are one share of the data. The share of hits here may be higher or lower than overall.
